Screening data (PubChem)
Casp6 inh: caspase-6 (human) enzyme inhibition; P55212; purified caspase-6, Z-VEID-R110 cleavage fluorescence; inhibition, % at 12.5 µM; actives 0.53% (n = 350,000);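 active = mean inhibition across replicates at least about 35%, with every replicate also reaching that limit, limit read from the data; inconclusive = only one of the two criteria met; inactive = neither criterion met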;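 note: 0% = median of neutral control wells and 100% = no fluorescence left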
Target sequence (P55212 24-179 limits assumed): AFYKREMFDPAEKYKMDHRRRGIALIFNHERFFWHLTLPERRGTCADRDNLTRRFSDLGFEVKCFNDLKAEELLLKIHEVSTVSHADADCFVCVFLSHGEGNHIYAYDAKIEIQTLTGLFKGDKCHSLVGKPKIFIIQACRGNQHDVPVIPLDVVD
Target sequence (P55212 194-293 limits assumed): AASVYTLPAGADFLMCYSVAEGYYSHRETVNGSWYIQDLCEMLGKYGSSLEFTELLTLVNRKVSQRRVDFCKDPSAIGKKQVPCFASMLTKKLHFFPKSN
C2C12 statin: protects C2C12 myotubes from simvastatin toxicity; actives 0.78% (n = 330,000); rescue of ATP level, % at 7.49 µM; ATP luminescence, 48 h; scaled: DMSO 0, geranylgeraniol control 100; AID 602340;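 active = mean ATP rescue above about 67%, or every replicate alone reaching that limit, limit read from the data, passing the limit was not always enough; inconclusive = no clear call, values can overlap the other calls; inactive = mean under the limit and some replicate under it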;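 note: myotubes were challenged with 10 µM simvastatin during compound exposure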
esBAF inh: SWI/SNF esBAF complex inhibition | mouse ES cells, Bmi1-luciferase knock-in reporter, 24 h; 100% = twice the neutral-well signal | reporter increase, % at 12.5 µM | actives 2% (n = 350,000) | AID 602393; in the data active = activation above about 40%; inconclusive = no clear call, values can overlap the other calls;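 note: 0% = median of the plate's neutral control wells and 100% = double that signal; a rise in the Bmi1 reporter signal indicates esBAF inhibition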
LGR2 antag: inhibitors of bursicon-induced Drosophila LGR2 receptor cAMP signaling; HEK293 LGR2, CRE-luciferase, bursicon-stimulated, 4 h; inhibition, % at 9.99 µM; actives 0.35% (n = 380,000); AID 720647;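 active = drop in luminescence signal, shown as inhibition above about 50% in the replicate tests, limit read from the data, passing the limit was not always enough; inconclusive = probably only some replicates passing the limit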;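 note: agonist challenge used bursicon conditioned medium at about half maximal strength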
SIRT5 inh: blocks human SIRT5 desuccinylation of peptide; Q9NXA8; Purified SirT5, succinyl-peptide AMC, trypsin-coupled fluorescence; inhibition, % at 15 µM; actives 1.1% (n = 330,000); AID 652115; in the data active = inhibition above about 15%; inconclusive = no clear call, values can overlap the other calls
Target sequence (Q9NXA8 whole entry, looked up): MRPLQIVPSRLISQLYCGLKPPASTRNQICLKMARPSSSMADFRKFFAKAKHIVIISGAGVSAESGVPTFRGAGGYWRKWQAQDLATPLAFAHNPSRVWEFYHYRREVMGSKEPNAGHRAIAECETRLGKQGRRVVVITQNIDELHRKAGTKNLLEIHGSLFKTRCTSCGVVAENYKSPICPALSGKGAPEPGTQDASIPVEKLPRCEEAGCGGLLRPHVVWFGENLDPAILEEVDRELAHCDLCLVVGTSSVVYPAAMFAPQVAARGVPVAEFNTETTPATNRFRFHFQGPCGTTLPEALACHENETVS
S100A4 inh HTS: S100A4-myosin IIA interaction inhibition | P26447 | S100A4/TAMRA-MyoIIA peptide fluorescence polarization | inhibition, % at 10.7 µM | actives 0.14% (n = 360,000);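 active = mean inhibition of at least 70% across replicates, with every replicate also reaching that level; inconclusive = mean inhibition reaches 70% but some replicates fall short; inactive = mean inhibition below 70%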
Target sequence (P26447 whole entry, looked up): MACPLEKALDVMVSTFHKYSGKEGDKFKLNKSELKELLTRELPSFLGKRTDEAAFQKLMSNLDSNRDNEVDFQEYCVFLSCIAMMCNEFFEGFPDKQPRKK
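Material: S100A4 monomer (human). Medium: Calcium-containing HEPES buffer, pH 7.2. Probe or stimulus: labelled myosin peptide probe, 5 nM. Compound dosing: one concentration per compound. Timing: polarization read 5 min after assay mix addition, stable 5–60 min. Benchmarks: DMSO as neutral control, TFP as positive control.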
FN deposit inh: fibronectin deposition inhibition; AH1F fibroblasts, Alexa488-fibronectin deposition fluorescence, overnight; inhibition, % at 12.6 µM; actives 0.086% (n = 350,000);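 active = mean inhibition across replicates of 30% or more, regardless of how many single replicates reach that level; inconclusive = mean under 30% yet at least half of replicates reach 30%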;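 note: positive control wells lacked labelled fibronectin entirely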
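Assay system: AH1F fibroblasts / Quantity: 10000 cells per well / Medium: DMEM plus 2% serum, read in PBS / Reagent: labelled fibronectin 24 nM / Dosing: single dose, pinned / Times: 1 h cell attachment, overnight exposure to compound and label / Signal: fluorescence, ex 485 nm, em 525 nm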
* marks the source's active call; other numbers are inactive results. Only part of the results is shown; rates above refer to the full screens.

COCCn1c(=S)[nH]c2cc(C(=O)NC3CCCC(C)C3C)ccc2c1=O (stereo not given) was read as Casp6 inh 1.7, C2C12 statin -4.0, esBAF inh 0.6, S100A4 inh HTS 1.8 and FN deposit inh -4.1.
Screening C[C@@H]1CN([C@@H](C)CO)C(=O)c2cc(NS(=O)(=O)c3ccccc3)ccc2O[C@@H](C)CCCCO[C@H]1CN(C)S(=O)(=O)c1cn(C)cn1 returned Casp6 inh -0.7, esBAF inh 2.7, LGR2 antag -13.2, SIRT5 inh -1.8, S100A4 inh HTS -3.9 and FN deposit inh -8.4.
For Cc1cc(SCC(=O)OCC(=O)NCC2CCCO2)c(C)cc1Br (stereo not given) the results were Casp6 inh 2.2, LGR2 antag -21.4, SIRT5 inh 2.0, S100A4 inh HTS -22.7 and FN deposit inh -7.8.
Screening COc1cccc(CN(C)C(=O)c2ccc(OCC(=O)N3CCOCC3)c(OC)c2)c1 returned Casp6 inh -2.4, C2C12 statin -25.3, esBAF inh -4.9, LGR2 antag 8.0, SIRT5 inh -3.1, S100A4 inh HTS 2.4 and FN deposit inh 3.5.
`CCCN1[C@@H]2c3ccc(-c4ccc(OC)cc4)c(=O)n3C[C@H]1[C@H](CO)[C@H]2C(=O)NCC` gave Casp6 inh 2.9, LGR2 antag 21.8, SIRT5 inh -30.9 and S100A4 inh HTS 2.2.
Screening CN(C(=O)c1cccc(NC(=O)Cc2ccc(NC(=O)C3CCCN(C(=O)C4CCCC4)C3)cc2)c1)C1CCCCC1 (stereo not given) returned Casp6 inh -4.9, C2C12 statin 1.5, esBAF inh 7.1, LGR2 antag -3.3, SIRT5 inh -1.0, S100A4 inh HTS -1.5 and FN deposit inh -1.8.
CC1(CC(=O)N/N=C/c2cc3c(cc2Br)OCO3)OCCO1 was read as Casp6 inh 2.0, LGR2 antag -16.8, SIRT5 inh 0.4, S100A4 inh HTS -2.8 and FN deposit inh 6.7.
For Cc1cc(C(=O)N/N=C/c2ccccc2)c(C)o1 the results were Casp6 inh -0.3, LGR2 antag -53.5, SIRT5 inh -0.7, S100A4 inh HTS -5.1 and FN deposit inh 3.3.
O=C(N[C@@H]1CC[C@H](CCNC(=O)C2CCC2)O[C@@H]1CO)c1ccncc1 was read as Casp6 inh -0.4, C2C12 statin 0.4, esBAF inh 0.6, LGR2 antag -7.4, SIRT5 inh 11.7, S100A4 inh HTS -2.4 and FN deposit inh -4.1.
For O=S(=O)(c1ccccc1)N1CCCCN2[C@H](CO)[C@@H](c3ccc(-c4cncnc4)cc3)[C@H]2C1 the results were Casp6 inh 0.8, LGR2 antag -8.7, SIRT5 inh 0.3 and S100A4 inh HTS 10.4.
CC(C)c1nc2c([nH]1)c(=O)n(C)c(=O)n2C was read as Casp6 inh -3.8, C2C12 statin 4.1, esBAF inh -12.7, LGR2 antag 5.1, SIRT5 inh -2.6, S100A4 inh HTS -0.2 and FN deposit inh 2.1.
For COc1cccc(NC(=O)N(C)C[C@H]2Oc3cc(/C=C/c4ccccc4)ccc3S(=O)(=O)N([C@@H](C)CO)C[C@H]2C)c1 the results were Casp6 inh 3.2, C2C12 statin 3.5, esBAF inh -12.7, LGR2 antag 6.7, SIRT5 inh 9.3, S100A4 inh HTS 4.9 and FN deposit inh 10.7.
For CN1CCN(C2CN(Cc3cn(Cc4ccc(F)cc4)nn3)S(=O)(=O)C2)CC1 (stereo not given) the results were Casp6 inh -11.3, LGR2 antag 2.5, SIRT5 inh -4.9, S100A4 inh HTS -3.0 and FN deposit inh 3.3.
For CN1CCN(C(=O)COCc2cc(-c3ccc4c(c3)OCO4)on2)CC1 the results were Casp6 inh -1.6, C2C12 statin 3.4, esBAF inh 12.1, LGR2 antag 0.5, SIRT5 inh -4.1, S100A4 inh HTS 0.4 and FN deposit inh 3.9.
`CN(C)CC(=O)N1[C@@H](C#N)[C@H](c2ccc(-c3ccccc3F)cc2)[C@@H]1CO` gave Casp6 inh 1.6, C2C12 statin -15.9, esBAF inh 3.5, LGR2 antag -3.3, SIRT5 inh -5.8, S100A4 inh HTS 8.2 and FN deposit inh -2.2.
Screening CCC1CCCCN1CCCNC(=O)CC1Oc2ccccc2NC1=O (stereo not given) returned Casp6 inh -14.8, C2C12 statin -1.1, esBAF inh 6.8, LGR2 antag -4.7, S100A4 inh HTS 0.5 and FN deposit inh 6.5.
Screening Cc1ccccc1NC(=S)Nc1cccc2cnccc12 returned Casp6 inh 17.0, C2C12 statin 5.1, esBAF inh 15.2, LGR2 antag 12.3, SIRT5 inh -0.7, S100A4 inh HTS 0.2 and FN deposit inh -3.0.
Cc1cc(C)cc(N2CC(O)=C(c3nc4ccccc4c(=O)[nH]3)C2=N)c1 was read as Casp6 inh -1.0, LGR2 antag -5.1, SIRT5 inh -3.6, S100A4 inh HTS 22.2 and FN deposit inh -0.9.
`CCC(=O)N(C)C[C@H]1Oc2cc(C#Cc3cccnc3)ccc2S(=O)(=O)N([C@H](C)CO)C[C@H]1C` gave Casp6 inh -1.0, C2C12 statin -14.4, esBAF inh 0.7, LGR2 antag 4.5, SIRT5 inh 2.7 and S100A4 inh HTS 12.4.
Screening CC(C)NC(=O)C1(C)CN(S(C)(=O)=O)CC(=O)N1Cc1cccs1 (stereo not given) returned Casp6 inh -1.3, LGR2 antag -12.8, SIRT5 inh -1.5, S100A4 inh HTS 0.0 and FN deposit inh 2.3.
For C[C@@H]1CN([C@H](C)CO)C(=O)c2cc(NS(=O)(=O)c3ccccc3)ccc2O[C@@H](C)CCCCO[C@@H]1CN(C)Cc1ccc2c(c1)OCO2 the results were Casp6 inh -0.6, esBAF inh -16.0, LGR2 antag 14.9, SIRT5 inh 6.7, S100A4 inh HTS 16.0 and FN deposit inh -4.0.
Screening Cc1cc(C)c(N2C(=O)CC(Sc3ccccc3N)C2=O)c(C)c1 (stereo not given) returned Casp6 inh 2.9, C2C12 statin 8.1, esBAF inh -9.6, LGR2 antag 5.1, SIRT5 inh 1.2, S100A4 inh HTS -0.4 and FN deposit inh 0.5.
For COc1ccc(-c2ccc3c(c2)[C@@H]2[C@@H](CCN2C(=O)NC2CCCCC2)[C@H](CO)N3C)cc1 the results were Casp6 inh -2.4, C2C12 statin 16.9, esBAF inh 6.0, LGR2 antag -0.4, SIRT5 inh -1.2, S100A4 inh HTS 6.3 and FN deposit inh -3.0.
For O=C(c1cccc(F)c1)N1C[C@H]2[C@@H](c3ccccc31)[C@@H](CO)N2C(=O)C1CCCCC1 the results were Casp6 inh -0.1, C2C12 statin 4.5, esBAF inh -3.2, LGR2 antag -1.7, SIRT5 inh -10.9 and S100A4 inh HTS -15.8.
`CC(C)NC(=O)N(C)C[C@@H]1Oc2ccc(NS(C)(=O)=O)cc2CC(=O)N([C@@H](C)CO)C[C@@H]1C` gave Casp6 inh -2.5, C2C12 statin -6.0, esBAF inh -2.4, LGR2 antag 11.8, SIRT5 inh -2.2 and S100A4 inh HTS 5.6.
For CCNC(=O)NC(=O)C(C)OC(=O)Cc1coc2cc3c(cc12)CCC3 (stereo not given) the results were Casp6 inh -1.8, LGR2 antag 10.3 and S100A4 inh HTS 0.6.
`CSc1nccc(N/N=C/c2ccccc2)n1` gave Casp6 inh -2.3, C2C12 statin -4.8, esBAF inh 52.2, LGR2 antag -116.8, SIRT5 inh -3.6, S100A4 inh HTS -7.4 and FN deposit inh -2.1.
`COc1ccc(-c2cnc3c(c2)C(=O)N([C@@H](C)CO)C[C@@H](C)[C@@H](CN(C)Cc2ccccn2)O3)cc1` gave Casp6 inh -0.7, C2C12 statin -3.7, esBAF inh -0.1, LGR2 antag -2.8, SIRT5 inh -4.4, S100A4 inh HTS 13.3 and FN deposit inh 6.1.
Cc1nc(NCCc2ccc(S(N)(=O)=O)cc2)c2c3c(sc2n1)CCC3 was read as C2C12 statin 1.1, esBAF inh 3.7, LGR2 antag 15.5 and FN deposit inh -4.5.
`Cc1cc(C(=O)N2CCC2(C)C(=O)O)nn1C(C)(C)C` (stereo not given) gave Casp6 inh 1.3, C2C12 statin 5.6, esBAF inh 5.2, LGR2 antag 8.1 and S100A4 inh HTS -4.0.
Cc1ccccc1-n1ccnc1SCC(=O)NCc1ccco1 was read as Casp6 inh -2.5, C2C12 statin 1.5, esBAF inh 5.9, LGR2 antag -17.0, SIRT5 inh -2.2, S100A4 inh HTS -1.1 and FN deposit inh 1.0.
For COc1ccc(C2C(C(=O)N3CCN(c4ccccn4)CC3)CCC(=O)N2c2ccc(OC)cc2)cc1 (stereo not given) the results were Casp6 inh -0.1, LGR2 antag -0.1, SIRT5 inh -2.7, S100A4 inh HTS -5.1 and FN deposit inh 5.3.
Screening Cc1noc(C)c1NC(=O)N(C)C[C@@H]1Oc2ccc(NC(=O)Nc3cccc4ccccc34)cc2C(=O)N([C@@H](C)CO)C[C@H]1C returned Casp6 inh 1.0, C2C12 statin 7.2, esBAF inh 0.5, LGR2 antag -2.1, SIRT5 inh -6.5 and S100A4 inh HTS -14.0.
`CCC(C)CN1C(=O)CN(S(C)(=O)=O)CC1(C)C(=O)Nc1c(C)cccc1C` (stereo not given) gave Casp6 inh 0.4, LGR2 antag -1.9, SIRT5 inh 0.0, S100A4 inh HTS 15.4 and FN deposit inh 3.4.
CN(C)C(=O)C[C@@H]1CC[C@H]2[C@@H](COc3ccc(NC(=O)NCc4ccccc4)cc3C(=O)N2C)O1 was read as Casp6 inh -1.7, C2C12 statin -1.4, esBAF inh 2.8, LGR2 antag 4.9, SIRT5 inh -0.5, S100A4 inh HTS -6.6 and FN deposit inh -2.7.
`Cc1noc(C)c1NC(=O)N(C)C[C@H]1Oc2ccc(NC(=O)C3CC3)cc2C(=O)N([C@@H](C)CO)C[C@@H]1C` gave Casp6 inh 0.1, C2C12 statin 9.4, esBAF inh -0.4, LGR2 antag 5.2, SIRT5 inh 0.4, S100A4 inh HTS inconclusive and FN deposit inh -0.8.
`CC(C)c1cc(CNC(=O)c2ccc(OC3CCN(Cc4ccccn4)CC3)cc2)on1` gave Casp6 inh 3.1, C2C12 statin -10.6, esBAF inh -9.2, LGR2 antag -4.4, SIRT5 inh -4.3, S100A4 inh HTS 3.8 and FN deposit inh 7.7.
For O=c1[nH]nc(Cc2ccc(Cl)cc2)c2ccccc12 the results were C2C12 statin 19.7, esBAF inh 11.9 and FN deposit inh -3.6.
Cc1ccc(S(=O)(=O)N(C)C[C@@H]2Oc3c(NS(C)(=O)=O)cccc3C(=O)N([C@@H](C)CO)C[C@@H]2C)cc1 was read as Casp6 inh 1.8, C2C12 statin 5.4, esBAF inh -1.8, LGR2 antag -6.8, SIRT5 inh -0.7, S100A4 inh HTS 0.8 and FN deposit inh 1.8.
COc1cc(/C=N/NC(=O)CNC(=O)c2ccncc2)ccc1O was read as Casp6 inh -1.5, C2C12 statin -6.5, esBAF inh -2.3, LGR2 antag 12.7, SIRT5 inh 2.6, S100A4 inh HTS -0.6 and FN deposit inh 2.7.
COC(=O)c1cn(C[C@H](Cc2ccccc2)NC(=O)Nc2ccccc2)nn1 was read as Casp6 inh 1.0, SIRT5 inh 0.8 and S100A4 inh HTS 4.1.
